# CSM14.1 death rescue – protection against thapsigargin-triggered cell killing – 384-well, CSM14.1, ATP luminescence, primary screen (AID 1222); CSM14.1 thapsigargin-induced death rescue, ATP luminescence; higher % means a stronger effect; cellular ATP content (survival), % at 20 µM, or EC50 in µM where a hit was titrated; 190,000 tested, under 10 active;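 active = EC50 below 50 µM in the dose-response confirmation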;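 also: death triggered by thapsigargin at about 15 µM added after 2 h compound pretreatment; cell ATP read after overnight thapsigargin exposure of roughly 18 to 22 hours; normalized against plate controls of thapsigargin alone and 5% DMSO vehicle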
# Autophagy HCS – autophagy modulation, high-content screen. MEF GFP-LC3 puncta imaging; test concentration mostly 10 µM. calls only at 10 µM (by protocol). hit rate 0.98% among 190,000;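 active = percentage of spot-positive cells more than 3 SD above its plate mean, without a fluorescence outlier flag or 80% toxicity; inconclusive = no clear call, values can overlap the other calls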;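 also: spot-positive cell cutoff set from DMSO-treated cells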
# T cell HTS – T cell immune modulators affecting CD8 T cell-vesicle binding; 2C CD8+ T cell-vesicle binding, flow cytometry; stronger effect = lower value; calls only at 7 µM; hit rate 0.068% among 330,000; AID 2052;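 active = response, share of CD8 T cells binding vesicles, and their 90th percentile fluorescence all below set limits, cut at about 80% in these data, passing the limit was not always enough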
#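 Incubation: binding step 1.5 h, 37 °C, antibody labelling 20 min, ice; system: murine 2C transgenic CD8+ T lymphocytes; technique: cytometric PE anti-B7-1 and Alexa647 anti-CD8 signals after 1% paraformaldehyde fixation; also added: QL9-charged Drosophila Ld/ICAM-1/B7-1 vesicles; control set: naked versus QL9-loaded vesicles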
# Insulin prom up – MIN6 insulin promoter up-regulation | MIN6 insulin promoter-GFP reporter, high-content imaging; stronger effect = higher value | z-score at 5 µM | hit rate 0.3% among 190,000;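 active = z-score above 3 at 5 µM with at least 500 cells counted in the well; inconclusive = wells under 500 cells, flagged as cytotoxic or low count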
# Dynein cargo inh – dynein cargo transport inhibition; hit rate 0.47% among 220,000; AID 1381; z-score, hits read low; 3617.4 mouse cells, GR-EGFP nuclear translocation imaging; test concentration mostly 20 µM; stimulated with dexamethasone, 1 µM; stronger effect = lower value;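 active = plate z-score of nuclear minus cytoplasmic receptor signal below a set negative limit, without overly bright fluorescence or cell loss, cut at about -3.5 in these data, passing the limit was not always enough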;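 also: z-score of nuclear minus cytoplasmic ring GR-EGFP intensity difference per well; some compounds called inactive have numbers as strong as hits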
#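 medium = tetracycline-free induction medium containing charcoal-stripped FBS | also added = 1.0 µM final dexamethasone stimulus | schedule = 48 h induction, 1 h compound, 30 min dex at 37 °C | technique = fixed, Hoechst-stained cells imaged at 10x for EGFP | measure = GR-EGFP nuclear translocation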
# Hep lipid drop – modulators of hepatic lipid droplet formation; AML12 mouse hepatocytes, oleate lipid droplets, BODIPY imaging; inhibition, % at 6.5 µM; hit rate 0.4% among 240,000; AID 1656;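 active = lipid droplet intensity inhibited by at least 50%, with more than 500 cells counted; inconclusive = wells with under 300 cells, treated as cytotoxic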
#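 Material – AML12 mouse liver cells · Also added – oleate loading, 100 µM · Compound dosing – 6.5 µM single-point dosing · Times – overnight treatment with compound plus oleate · Measured by – fluorescence imaging, 20x objective, two fields per well · Read-out – percent inhibition of filter-corrected integrated lipid droplet intensity per well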
# MT stabilizer – stabilizes microtubules in HeLa cells; HeLa tubulin immunostaining HCS, 24 h; share of cells brighter than vehicle mean+2SD; % tubulin-high responders, % at 10 µM; hit rate 0.83% among 200,000;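 active = plate Z-score above 3 for both tubulin-high and condensed-nucleus cell shares, with cell loss under 80%, at 10 µM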;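 also: anti alpha tubulin signal scored within the nucleus-defined area of each cell; some results filed as inactive read as strong as hits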
# bCat nuc transl – alters nuclear translocation of beta-catenin in HeLa cells | AID 1665 | hit rate 0.3% among 190,000 | immunofluorescence imaging | nuclear translocation activity, % at 5 µM;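 active = nuclear translocation activity above 50% at 5 µM, with a well cell count of 50 or more; inconclusive = wells under 50 cells across six images, flagged as toxic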;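 also: per-cell ratio of nuclear to cytoplasmic median beta-catenin stain intensity; plate controls were DMSO negative control for no effect and GSK-3 inhibitor IX positive control for full effect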
#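 test system = HeLa cells, endogenous beta-catenin | dosing = single 5 µM dose plus 0.02–20 µM confirmation series | times = compound treatment 24 h, 37°C, 5% CO2 | technique = beta-catenin immunofluorescence imaging with DAPI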
# PhoP inhibition – inhibitors of PhoP regulon expression, primary screen, Salmonella Typhimurium, GFP reporter (AID 1863); S. Typhimurium PhoP-regulated promoter GFP reporter, 4 h; higher % means a stronger effect; inhibition, % at 50 µM; hits with a dose series show IC50 in µM; hit rate 0.16% among 300,000;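 active = inhibition over 29.93%, a cutoff 3 SD above the screen mean, later confirmed by dose response; inconclusive = inhibition over 29.93% but no dose response follow-up; inactive = inhibition at most 29.93% or unconfirmed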;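 also: 0% = low Mg2+ inducing control and 100% = high Mg2+ repressing control; strong numbers were not always called active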
# Dynein cargo inh cytoplasmic EGFP – second read-out of Dynein cargo inh, no call of its own (marks repeat the call); z-score; measured here: cytoplasmic GR-EGFP intensity; stronger effect = higher value
# Dynein cargo inh nuclear GR-EGFP – further read-out of Dynein cargo inh, marked with its call; z-score; measured here: nuclear GR-EGFP intensity;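 lower value marks the stronger effect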
# Dynein cargo inh cell count – second read-out of Dynein cargo inh, no call of its own (marks repeat the call); z-score; measured here: cell count per field
# Insulin prom up cell count – further read-out of Insulin prom up, marked with its call; cell count; measured here: cytotoxicity, nuclei count;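 total cells summed across four imaged fields per well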
# Hep lipid drop cells 6.5 µM – further read-out of Hep lipid drop, marked with its call; cell count; measured here: cell count, cytotoxicity flag;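 cells counted across two imaged fields per well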
# bCat nuc transl cell count 5 µM – further read-out of bCat nuc transl, marked with its call; cell count; measured here: cell count, cytotoxicity flag
# T cell HTS vesicle-bound % – further read-out of T cell HTS, marked with its call; double positive events, %; measured here: CD8+ vesicle-bound cell fraction;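 binding gate set so that unloaded-vesicle control wells show 10% double positive cells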
# MT stabilizer Hoechst-high % – also measured in MT stabilizer; calls as there; % Hoechst-high responders; measured here: nuclear condensation Hoechst responders;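 share of cells brighter than vehicle mean plus two SD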
# MT stabilizer cytotoxicity % – further read-out of MT stabilizer, marked with its call; toxicity, %; measured here: cytotoxicity by cell density;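 0% = mean cell density of plate MIN control wells and 100% = no cells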
# Autophagy HCS cell loss 18 h – second read-out of Autophagy HCS, no call of its own (marks repeat the call); toxicity, %; measured here: cell loss, nuclei count;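 cell loss after 18 h compound exposure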
# * hit, by the source's call; i = inactive; ? = inconclusive; . = not tested or not shown.
SMILES,CSM14.1 death rescue,Autophagy HCS,Autophagy HCS cell loss 18 h,T cell HTS,T cell HTS vesicle-bound %,Insulin prom up,Insulin prom up cell count,Dynein cargo inh,Dynein cargo inh cytoplasmic EGFP,Dynein cargo inh nuclear GR-EGFP,Dynein cargo inh cell count,Hep lipid drop,Hep lipid drop cells 6.5 µM,MT stabilizer,MT stabilizer Hoechst-high %,MT stabilizer cytotoxicity %,bCat nuc transl,bCat nuc transl cell count 5 µM,PhoP inhibition
CN1CCN(C(=O)c2ccc3c(c2)S(=O)(=O)c2ccccc2C3=O)CC1,3.4%,i,11.4,i,26.8,-0.52,1236,1.09,-0.286,0.939,-0.237,10.0,674,3.4,2.1,4.0,-1.7,1025,-6.7%
COc1ccc(C2=NOC(C(=O)NCC(C)C)C2)cc1 (stereo unspecified),-2.0%,i,9.3,i,20.7,.,.,0.638,-0.262,0.443,0.379,.,.,7.0,2.3,18.0,.,.,-1.6%
CCOc1ccc2nc(NC(=O)C(CCSC)NS(=O)(=O)c3cccs3)sc2c1 (stereo unspecified),-0.8%,i,-1.9,i,39.8,-1.05,909,-0.978,0.209,-0.188,0.341,-18.6,762,1.4,1.4,6.5,.,.,-5.7%
O=C(COc1ccccc1)NCCSc1ccccc1,-0.7%,i,0.4,i,22.2,-0.24,1145,0.329,-0.351,0.0791,0.11,.,.,2.1,3.8,9.2,0.5,1166,4.1%
N#Cc1ccccc1CSc1nc2ncc(Br)cc2[nH]1,.,i,13.6,i,11.6,1.01,1179,0.0123,-0.195,0.424,0.255,3.6,736,5.3,1.8,4.6,1.1,964,-3.2%
COCC(C)NC(C(=O)Nc1ccc(C)c(Cl)c1)c1ccccc1 (stereo unspecified),-0.4%,i,0.4,i,47.5,-0.12,967,-1.23,-0.215,-0.49,0.732,-13.0,664,1.9,1.3,8.0,.,.,-2.9%
CC1=NN(Cc2ccccc2)C(=O)C1C(c1ccncc1)C(C#N)C#N (stereo unspecified),.,.,.,i,48.9,2.05,1022,-1.2,-0.132,-0.22,-0.194,0.9,703,.,.,.,-1.0,1355,-2.8%
CCN1CCS/C1=C\C=C\C1=[N+](CC)CCS1,.,i,18.2,.,.,?,.,0.473,-0.0426,0.195,0.354,-30.1,638,3.5,2.0,6.4,-1.5,991,0.0%
Cc1cccc(OCC(O)CNC(=O)c2ccccc2C(=O)O)c1 (stereo unspecified),.,i,-17.3,i,45.1,.,.,0.604,-0.219,-0.00519,-0.0985,.,.,3.4,1.4,6.7,.,.,.
CNC(=O)C(=O)NCC1OCCN1S(=O)(=O)c1ccc2c(c1)OCCO2 (stereo unspecified),-0.1%,i,-5.2,i,53.9,-0.7,1549,-0.901,-0.367,-0.778,-0.484,-2.9,649,3.6,2.3,6.3,-5.8,1130,-6.9%
Cn1cccc1/C=N/NC(=O)CNc1ccc2ccccc2c1,.,.,.,i,56.3,-0.39,990,-0.39,-0.181,0.356,0.38,-11.4,746,.,.,.,-0.5,1343,.
Cc1cc(=O)[nH]c(SCC(=O)N2c3ccccc3CC2C)n1 (stereo unspecified),-0.3%,i,9.2,i,16.9,.,.,0.334,-0.00359,0.511,0.591,5.8,768,2.8,1.9,9.7,-4.7,1202,-1.3%
COc1ccccc1NC(=O)CCC(=O)N/N=C(/C)c1ccc(C)cc1,-0.4%,i,-9.3,i,7.9,-0.06,1421,-0.602,-0.248,-0.161,0.728,-1.8,634,3.4,1.6,3.6,-1.1,1004,18.8%
CCN(CC)C(=O)CSc1ncnc2sc(C)c(C)c12,3.4%,i,17.8,i,30.8,-0.09,1454,-0.658,-0.325,-0.116,0.422,11.0,653,2.6,1.7,8.7,1.1,1009,-14.4%
CCOC(=O)c1cc(NC(=O)Nc2nccs2)c(C)nc1C,-0.6%,i,2.3,i,39.2,-0.35,1389,-0.353,-0.284,-0.212,0.601,7.5,657,3.3,3.0,2.9,.,.,-8.1%
COCCCNC(=O)CN(c1cc(Cl)ccc1OC)S(=O)(=O)c1ccc(C)c([N+](=O)[O-])c1,0.3%,i,12.2,i,30.1,-0.12,1453,0.125,-0.257,0.568,0.466,-7.6,693,1.5,1.6,6.2,-0.5,1034,-13.1%
Cc1cc2cc(OCC(=O)O)ccc2n1C,-2.0%,i,-6.6,i,25.8,.,.,-0.263,-0.224,-0.185,0.495,-5.3,707,3.5,2.0,5.4,-0.1,1247,-10.7%
CCOC(=O)C(=O)N=Nc1c(O)[nH]c2ccccc12,1.0%,i,8.1,i,48.7,-0.08,1365,-1.15,-0.23,-0.597,0.665,15.3,622,2.4,1.6,0.9,-3.4,1124,-15.1%
CC1(C)CC(=O)c2sc(NC(=O)c3ccc4ncsc4c3)nc2C1,-3.7%,i,4.9,i,27.3,1.11,1933,-0.658,0.0388,-0.257,0.61,-2.3,568,5.0,3.2,5.1,-1.8,1092,-14.0%
CNC(=S)NNC(=O)c1cc(C(C)(C)C)nn1Cc1ccc(F)cc1,.,.,.,i,50.3,-1.08,1484,-0.204,-0.224,-0.191,0.0661,-58.3,667,.,.,.,-0.9,1255,2.2%
CCCCC(c1nnnn1CS(=O)(=O)c1ccc(C)cc1)N1CCN(C)CC1 (stereo unspecified),-1.1%,i,11.9,i,52.9,.,.,-0.293,-0.118,-0.217,0.954,-2.7,694,2.0,0.6,2.9,0.7,1534,-2.7%
C=CCSc1nnc(-c2ccccc2N=Cc2c(C)[nH]n(-c3ccccc3)c2=O)c(=O)[nH]1,1.9%,i,-16.0,i,54.1,0.43,795,0.917,-0.274,1.03,0.951,-3.3,812,1.8,1.2,5.1,.,.,-2.7%
CC(C)(C)c1cc(C(=O)NNC(=O)c2ccc(C(F)(F)F)cc2)no1,.,.,.,i,19.1,.,.,0.229,-0.207,-0.103,-0.158,-5.8,623,.,.,.,-3.9,1149,-13.4%
Cc1ccc(CSc2nnc3ccc(-c4ccncc4)nn23)cc1,.,i,-1.3,i,56.8,-0.92,1299,-0.344,-0.375,-0.468,1.05,-0.1,725,2.3,1.9,8.9,1.0,1099,-3.1%
COC(=O)c1ccccc1NC(=O)c1cc2ncc(Br)cn2n1,-0.1%,i,6.3,i,36.2,-1.49,1042,-0.638,-0.214,-0.119,-0.458,11.1,701,1.0,1.1,4.5,-6.2,1262,-0.2%
SMILES,CSM14.1 death rescue,Autophagy HCS,Autophagy HCS cell loss 18 h,T cell HTS,T cell HTS vesicle-bound %,Insulin prom up,Insulin prom up cell count,Dynein cargo inh,Dynein cargo inh cytoplasmic EGFP,Dynein cargo inh nuclear GR-EGFP,Dynein cargo inh cell count,Hep lipid drop,Hep lipid drop cells 6.5 µM,MT stabilizer,MT stabilizer Hoechst-high %,MT stabilizer cytotoxicity %,bCat nuc transl,bCat nuc transl cell count 5 µM,PhoP inhibition
CCOC(=O)c1oc2ccccc2c1CSc1nnnn1-c1ccccc1,-0.8%,i,-1.4,i,29.6,-0.47,1383,0.603,-0.261,0.402,0.588,.,.,2.4,2.0,8.0,1.0,1394,0.8%
COc1cc(C2CC(c3cccnc3)=NN2c2ccc(F)cc2)cc(OC)c1OC (stereo unspecified),0.0%,i,9.0,i,56.5,0.15,1313,i,.,.,-7.26,15.3,680,3.6,4.5,5.6,-1.1,1140,-0.3%
CCC1C(O)=C(c2ccccn2)C(=N)N1c1ccccc1 (stereo unspecified),-1.2%,i,-2.7,i,9.6,-0.21,1149,0.61,-0.106,1.18,-0.688,.,.,3.4,0.9,7.0,-6.2,1010,-7.6%
O=C(CSc1nc2ccccc2n1-c1ccccc1)NCC1CCCO1 (stereo unspecified),4.2%,i,-4.1,i,34.1,-0.06,1120,0.245,-0.202,0.165,-0.388,.,.,2.1,2.9,12.9,1.0,880,14.1%
CCCCNCCOCCOc1ccc(Cl)cc1Br,-3.9%,i,5.0,i,14.9,-1.07,1189,1.89,-0.217,0.407,-0.753,-12.4,587,2.9,2.7,5.8,-0.6,906,12.6%
O=c1c2sccc2nc(SCc2ccc([N+](=O)[O-])cc2)n1Cc1ccccn1,1.0%,i,43.1,i,37.9,-0.41,1223,0.421,-0.248,0.268,0.377,-19.5,596,3.4,2.5,4.3,-5.5,577,-7.7%
CCOC(=O)c1cnc(SCC(=O)Nc2ccc3c(c2)OCCO3)nc1N,-0.4%,i,15.6,i,19.4,0.38,775,3.51,-0.0094,2.21,-2.47,-3.7,762,2.3,1.4,7.0,-3.5,1095,8.6%
CC(C)C(Sc1nc(-c2ccccc2)cc(-c2ccccc2)c1C#N)C(=O)O (stereo unspecified),-0.8%,i,-2.0,i,39.4,0.21,1426,-0.0197,-0.24,0.515,-0.217,-47.7,653,1.6,2.3,11.5,0.4,965,.
CC(=O)N1CCN=C1SCc1ccc(Cl)cc1,-2.9%,i,-6.2,i,40.6,-0.83,1998,0.892,-0.0369,0.623,-1.98,-9.3,579,4.4,2.2,6.8,-1.5,1109,3.0%

# Compounds were not picked by outcome; overall some 3% were active at least once.
